Assay outcomes: PubChem, The Scripps Research Institute Molecular Screening Center
CHO parental Ca: counter-screen: ATP calcium response change in parental CHO cells; hit rate 0.63% among 330,000; parental CHO-K1, ATP-induced calcium, Fluo-8 fluorescence; inhibition, % at 5.6 µM;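 active = inhibition above that plate's mean sample inhibition plus 3 SD, cut at about 26% in these data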;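 note: 0% = ATP-challenged DMSO wells and 100% = DMSO wells without ATP; some compounds past the cut are filed as inactive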
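test system = CHO parental line | reagent = ATP stimulus | measured by = intracellular calcium via Fluo-8 no-wash fluorescent dye | control set = ATP and no-ATP DMSO wells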
M1 PAM parental: M1 PAM counterscreen hit in parental CHO-K1 cells. hit rate 0.02% among 360,000. ATP EC20, Fluo-8 calcium fluorescence; 0% at ATP EC20, 100% at ATP max. activation, % at 3 µM;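 active = activation above the run cutoff, the mean activation of all test compounds plus 3 SD, cut at about 40% in these data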;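 note: peak over basal fluorescence ratio in a 140 s read after ATP addition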
V1R ag counter: activates human V1a receptor in oxytocin agonist counter-screen; activation, % at 3 µM; CHO-V1R cells, Fluo-8 calcium fluorescence, agonist mode; 0% DMSO, 100% 3 nM vasopressin; hit rate 0.25% among 320,000; P37288;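 active = activation above the mean activation of all tested compounds plus 3 SD, per screening run, cut at about 20% in these data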;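 note: signal is peak over basal fluorescence ratio across a 100 second FLIPR read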
Target sequence (P37288 whole entry, looked up): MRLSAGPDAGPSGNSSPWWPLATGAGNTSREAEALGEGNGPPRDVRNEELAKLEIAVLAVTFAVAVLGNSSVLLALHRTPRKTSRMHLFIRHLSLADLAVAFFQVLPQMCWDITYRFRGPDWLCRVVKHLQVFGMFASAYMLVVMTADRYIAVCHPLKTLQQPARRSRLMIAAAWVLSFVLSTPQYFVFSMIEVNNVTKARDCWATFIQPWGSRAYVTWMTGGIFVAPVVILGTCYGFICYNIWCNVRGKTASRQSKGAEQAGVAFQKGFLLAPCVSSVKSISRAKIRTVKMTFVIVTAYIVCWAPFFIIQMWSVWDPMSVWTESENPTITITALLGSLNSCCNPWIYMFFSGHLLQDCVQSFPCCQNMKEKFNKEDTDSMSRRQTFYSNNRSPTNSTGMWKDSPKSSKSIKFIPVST
OXTR potentiate: potentiators of human oxytocin receptor; hit rate 0.061% among 320,000; P30559; AID 2445; CHO-OTR cells, Fluo-8 calcium fluorescence, potentiator mode; 0% = oxytocin EC15, 100% = EC100; activation, % at 3 µM;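 active = activation above that plate's cutoff, the mean activation of tested compounds plus 3 SD, cut at about 6.6% in these data, passing the limit was not always enough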;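 note: 100% uses oxytocin at 75 nM as the full agonist control; some results filed as inactive read as strong as hits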
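System: human OTR in CHO cells / Also added: sub-maximal oxytocin, roughly EC15 / Control set: EC15 oxytocin low, 75 nM oxytocin high / Schedule: 6 min compound pre-incubation at room temperature, 100 s kinetic read / Compound: single-point 3.0 µM / Replication: singlicate / Technique: Fluo-8 calcium dye fluorescence / Read-out basis: % activation of max/min ratio relative to oxytocin controls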
M1 ag parental: M1 agonist counterscreen hit in parental CHO-K1 cells | activation, % at 3 µM | Fluo-8 calcium fluorescence; scaled to maximal ATP response, vehicle zero | hit rate 0.48% among 360,000; in the data active = activation above about 15%;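 note: untransfected CHO-K1 host cells lacking M1 receptor as counterscreen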
GPR7 antagonist: blocks human GPR7 receptor signaling; P48145; GPR7-expressing cells, fluorescence antagonist assay; inhibition, % at 4.4 µM; hit rate 1.1% among 290,000; in the data active = inhibition above about 16%, passing the limit was not always enough;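 note: cells stimulated with the agonist NPW; 0% = agonist with vehicle and 100% = vehicle without agonist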
Target sequence (P48145 whole entry, looked up): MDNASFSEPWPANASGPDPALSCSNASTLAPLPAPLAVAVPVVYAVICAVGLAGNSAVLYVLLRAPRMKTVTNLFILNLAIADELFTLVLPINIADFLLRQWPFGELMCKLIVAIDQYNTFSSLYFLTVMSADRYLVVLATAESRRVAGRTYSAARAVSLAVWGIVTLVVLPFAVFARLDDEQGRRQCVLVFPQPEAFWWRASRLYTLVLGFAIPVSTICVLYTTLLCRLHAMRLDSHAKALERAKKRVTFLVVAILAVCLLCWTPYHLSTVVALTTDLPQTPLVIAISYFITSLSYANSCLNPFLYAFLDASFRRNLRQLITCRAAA
CHO-K1 Ca antag: nonselective inhibitor or artifact in parental CHO-K1 cells; ATP-induced calcium, Fluo-8 fluorescence; AID 602250; inhibition, % at 3 µM; hit rate 0.6% among 360,000;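 active = inhibition above a per-plate cutoff, the plate's mean sample inhibition plus 3 SD, cut at about 24% in these data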;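 note: 0% = DMSO plus EC80 ATP and 100% = DMSO alone without ATP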
TAAR1 antagonist: human TAAR1 antagonism. Q96RJ0. CHO RD-HGA16 TAAR1, Fluo-8 calcium fluorescence, antagonist. inhibition, % at 3 µM. hit rate 1.5% among 360,000. AID 624466;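 active = inhibition above a per-plate cutoff, the mean inhibition of test compounds on that plate plus 3 SD, cut at about 49% in these data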;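 note: 0% = DMSO plus EC80 beta-PEA response and 100% = DMSO alone without agonist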
Target sequence (Q96RJ0 whole entry, looked up): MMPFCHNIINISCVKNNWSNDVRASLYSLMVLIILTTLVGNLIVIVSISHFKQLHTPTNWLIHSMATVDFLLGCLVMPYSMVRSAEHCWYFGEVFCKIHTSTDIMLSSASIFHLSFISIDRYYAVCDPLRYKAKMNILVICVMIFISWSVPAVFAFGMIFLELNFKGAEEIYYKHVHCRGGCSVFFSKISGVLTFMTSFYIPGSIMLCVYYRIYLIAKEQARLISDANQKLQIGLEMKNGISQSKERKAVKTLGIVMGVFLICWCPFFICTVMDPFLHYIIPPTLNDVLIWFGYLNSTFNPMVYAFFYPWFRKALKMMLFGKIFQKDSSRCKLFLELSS
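Test system – hTAAR1-expressing CHO RD-HGA16 cells, Gα16-coupled · Reagent – β-PEA at EC80 concentration, post-compound challenge · Compound dosing – 3 µM, single point · Timing – 140 s kinetic read after compound, 140 s after agonist · Detection – Fluo-8 intracellular calcium dye fluorescence, real-time kinetic reads · Control set – DMSO and EC80 PEA controls · Repeats – n of 1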
OXTR agonist: activates the human oxytocin receptor | hit rate 0.32% among 320,000 | CHO-OTR cells, Fluo-8 calcium fluorescence; normalized: DMSO 0%, oxytocin 100% | activation, % at 3 µM;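 active = activation above the mean of all tested compounds plus 3 SD, cutoff set per screening run, cut at about 20% in these data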;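 note: peak over basal fluorescence ratio from a 100 s FLIPR kinetic read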
Numbers without * were called inactive; nt = no result given.

SMILES	CHO parental Ca	M1 PAM parental	V1R ag counter	OXTR potentiate	M1 ag parental	GPR7 antagonist	CHO-K1 Ca antag	TAAR1 antagonist	OXTR agonist
Cc1cc(C)n(-c2ccc(-n3ccnc3)nn2)n1	0	8	0.2	-3	-0.2	-5	-1	6	-0.8
CC1CCCN(CCCNC(=O)c2coc3nc4ccccc4nc23)C1 (stereo unspecified)	-12	-8	1.3	0	-0.3	-13	14	6	-0.7
COc1ccc(NC(=O)Nc2cccc(C(=O)N3CCOCC3)c2)cc1OC	-6	24	0.3	-4	0.4	-14	-16	-11	-0.1
CC1(C)C2CCC1(C)C(OCC[N+](C)(C)CC(=O)OC1CCCCC1)C2 (stereo unspecified)	-4	4	0.1	-1	0.2	20*	1	-3	0.3
CCCN1CCN(CC(=O)Nc2cc(OCC)ccc2OCC)CC1	-13	11	0.2	-7	1.2	-6	-10	2	0.2
O=C(CSc1ncccn1)N1CCCCCC1	3	14	1.2	-4	0.6	nt	-15	-1	1.5
O=C(Nc1cccc(S(=O)(=O)N2CCOCC2)c1)c1ccccc1[N+](=O)[O-]	-10	13	1.3	0	0.5	nt	1	0	2.4
CCN1C(=O)[C@H]2[C@@H](c3ccc(C)cc3)N3C(=O)N(c4cccc(F)c4)C(=O)[C@@]3(Cc3ccc(Cl)cc3)[C@H]2C1=O	-9	18	1.4	-6	0.5	nt	-12	6	0.8
Cc1ccc(N(CC(=O)N/N=C/c2cc(C)n(-c3ccccc3C)c2C)S(C)(=O)=O)cc1	-21	3	1.2	-9	-0.2	13	-2	-1	-1.8
COCC(=O)NCCSc1c(C)[nH]c2ccccc12	-2	-4	-0.1	-5	0.2	3	-2	-13	0.2
CC1(C)NC(=O)N(CC(=O)N2CCN(c3cccc(C(F)(F)F)c3)CC2)C1=O	2	18	1.6	-5	1.6	nt	-1	-5	0.8
O=C(CSc1nnc(Cc2cccs2)n1Cc1ccco1)Nc1cc(Cl)cc(Cl)c1	-18	16	0.6	-3	2.9	-11	-1	30	1.9
Cc1nc(SCC(=O)N2CCN(c3ccccc3)CC2)c2oc3ccccc3c2n1	-33	13	0.2	-12	8.6	-7	6	16	-0.8
CSCCC(NC(=O)c1ccccc1)C(=O)NCCc1ccc2c(c1)OCCO2 (stereo unspecified)	-33	-2	1.1	-11	1.9	nt	-10	-20	0.1
CC(=O)Nc1ccc(C(=O)N(C2=NC(C)CS2)c2ccc(Cl)cc2)cc1 (stereo unspecified)	-22	7	1.8	-9	4.8	-6	-2	-11	0.6
O=C(CSc1nccc(=O)[nH]1)Nc1ccc(N2CCOCC2)cc1	7	-4	0.5	-2	0.1	-5	-6	-10	-0.1
COc1ccc(NC(=O)CC2SC(=NCc3ccccc3OC)NC2=O)cc1 (stereo unspecified)	-19	-6	-0.3	-4	-0.6	-12	4	5	-0.5
CCOC(=O)c1c(CN2CCN(c3ccccc3)CC2)oc2ccc(O)cc12	-13	12	0.6	-6	1.0	10	-4	-6	1.7
COc1ccc(C(c2nnnn2Cc2cccs2)N2CCN(c3ccccc3F)CC2)cc1 (stereo unspecified)	-5	5	2.8	-9	0.4	8	-12	9	1.0
Cc1ccc(-n2ncc3c(=O)n(CC(=O)NCC4CCCO4)cnc32)cc1 (stereo unspecified)	-16	2	-0.2	-7	-0.1	-2	2	-14	-0.3
C(=N\n1cnnc1)/c1ccccc1OCCOc1ccccc1	-17	13	-0.4	0	0.6	7	3	8	-0.9
COC(=O)c1ccc(OC(C)C(=O)c2ccc(C)cc2)cc1 (stereo unspecified)	-7	24	-1.6	-4	2.0	1	-6	-17	-2.6
O=S(=O)(c1ccccc1)N(CC(O)CN1CCCCC1)c1ccccc1 (stereo unspecified)	-14	18	-0.6	-13	0.8	-1	-18	4	-0.3
Cc1c(NS(=O)(=O)c2cc(C(=O)NCCc3ccc(F)cc3)cc(Cl)c2Cl)c(=O)n(-c2ccccc2)n1C	nt	-16	nt	nt	-0.5	nt	8	-21	nt
CCN(CC)CCOC(=O)c1ccc(NC(=O)c2ccc(Cl)c(S(=O)(=O)N3CCCCCC3)c2)cc1	-15	-6	3.8	-15	1.6	-2	4	-13	5.3
COc1ccc(/C=N\NS(=O)(=O)c2ccc(C)cc2)cc1COc1ccccc1[N+](=O)[O-]	0	0	-0.5	-6	-0.1	-8	-1	11	-1.4
CSCc1nc2scc(-c3ccccc3)c2c(=O)[nH]1	nt	5	nt	nt	-0.4	-7	-4	4	nt
N#Cc1c(Nc2ccc(F)cc2)sc(C(=O)c2ccc(F)cc2)c1N	30	6	0.6	-8	1.3	-15	-16	5	3.1
O=C(O)c1cc(S(=O)(=O)N2CCN(c3ccccn3)CC2)ccc1Cl	-16	8	0.6	-5	-0.3	-1	-14	-12	-0.7
COc1cccc(Nc2nnc(SCC(=O)N3CCOCC3)s2)c1	-2	7	-0.9	-10	1.8	-5	-22	-14	-0.7

Single records, as listed above:
`O=C(CSc1nccc(=O)[nH]1)Nc1ccc(N2CCOCC2)cc1` in the list: CHO parental Ca = 7; M1 PAM parental = -4; V1R ag counter = 0.5; OXTR potentiate = -2; M1 ag parental = 0.1; GPR7 antagonist = -5; CHO-K1 Ca antag = -6; TAAR1 antagonist = -10; OXTR agonist = -0.1
`COc1ccc(NC(=O)CC2SC(=NCc3ccccc3OC)NC2=O)cc1` (stereo unspecified) in the list: CHO parental Ca = -19; M1 PAM parental = -6; V1R ag counter = -0.3; OXTR potentiate = -4; M1 ag parental = -0.6; GPR7 antagonist = -12; CHO-K1 Ca antag = 4; TAAR1 antagonist = 5; OXTR agonist = -0.5

(further entries)
SMILES	CHO parental Ca	M1 PAM parental	V1R ag counter	OXTR potentiate	M1 ag parental	GPR7 antagonist	CHO-K1 Ca antag	TAAR1 antagonist	OXTR agonist
CCN1C(=O)/C(=C\c2cn(-c3ccccc3)nc2-c2cccnc2)SC1=S	nt	5	nt	nt	0.9	6	-10	-26	nt
Cn1ccnc1Sc1ccccc1[N+](=O)[O-]	-6	16	-0.1	-19	1.8	-4	-14	4	-0.2
O=C(COc1ccccc1)N(Cc1cc2ccccc2[nH]c1=O)CC1CCCO1 (stereo unspecified)	-18	13	-0.5	-9	1.8	-9	-4	-8	-1.6
Cc1cc(C)c2c(n1)SCC(=O)N2CC(=O)Nc1ccccc1Cl	-11	-9	0.3	0	-0.6	-1	17	19	-0.5
C=CCNC(=O)c1sc(=S)n(-c2ccc(C(=O)OCC)cc2)c1N	-4	-13	0.5	2	0.6	-6	19	2	-0.1
O=C1C(C=NCCCn2ccnc2)=C(O)c2ccccc21	-12	10	-0.1	-4	0.5	-5	-7	3	0.7
O=C(O)CCn1c(SCc2cc(=O)n3ccccc3n2)nc2ccsc2c1=O	2	7	-0.6	-1	-0.1	-9	-10	-5	-0.2
O=C(NCc1ccco1)C1CC(c2ccccc2O)=NO1 (stereo unspecified)	-6	28	0.2	-12	1.3	10	-11	-13	-0.1
CCCCc1nc2cc(C(=O)NCCc3c(C)n[nH]c3C)ccc2o1	-14	19	0.1	-2	0.6	3	-12	-10	-1.5
O=C(CCNC(=O)c1ccc(Br)cc1)NC1CCCCCC1	-16	6	-0.1	-10	-0.6	nt	-10	-3	-1.1
CC(C)CC(=O)NC(Nc1ccccc1F)C(Cl)(Cl)Cl (stereo unspecified)	-30	22	0.1	4	1.3	-10	3	-9	-2.9
Cc1ccc(-n2c(=O)[nH]cc(C(=O)Nc3ccc4c(c3)OCO4)c2=O)cc1C	-14	19	1.0	-5	0.1	nt	-6	-15	0.6
COc1ncccc1C(=O)N1CCCC(N2CCN(c3ccc(F)cc3)CC2)C1 (stereo unspecified)	-16	14	6.0	-5	5.6	14	-4	-1	1.5
CSCCC1NC(=O)N(CC(=O)Nc2cccc3ccccc23)C1=O (stereo unspecified)	2	-3	0.8	-10	0.1	-4	7	-17	0.9
Cc1ccc(NC(=O)c2oc3ccccc3c2NC(=O)c2ccc3c(c2)OCO3)cc1	-4	-5	-0.2	-1	0.0	-15	-9	7	0.0
CC1Cc2ccccc2N1C(=O)CCS(=O)(=O)c1cccc2nonc12 (stereo unspecified)	-20	2	-0.7	-6	0.1	-5	-10	14	-0.1
Cc1cc([N+](=O)[O-])c(C)cc1-c1ccc(/C=N/n2cnnc2)o1	nt	-10	nt	nt	-0.1	-33	6	-9	nt
CS(=O)(=O)N(CC(=O)N1CCN(C(c2ccccc2)c2ccccc2)CC1)C1CCCCC1	-21	7	-0.8	3	0.2	0	0	4	-1.6
CC1=NN(c2ccccc2)C(=O)/C1=C\c1cn(-c2ccccc2)nc1C	-18	16	-0.1	-2	-0.1	-4	-5	3	-1.1
COc1ccc2nc(C)cc(SCC(=O)N/N=C/c3ccco3)c2c1	-6	17	4.1	-6	0.7	-5	-10	-2	1.1
Cc1ccc(S(=O)(=O)NCc2ccccc2)cc1C(=O)NCC1CCCO1 (stereo unspecified)	-11	2	-0.2	-8	0.9	nt	6	4	0.1
CN(CC(=O)Nc1ccc(Cl)cc1)C(=O)c1cc(-c2cccs2)nn1-c1ccccc1	-34	5	1.3	-6	1.6	nt	-3	66*	-0.8
Cc1cc(C)c2c(=O)[nH]c(=O)n(Cc3ccccc3)c2n1	-3	10	-1.2	0	0.3	-8	-10	-6	-2.3
COc1ccc(-c2cc3c(=O)n(CC(=O)NC4CCN(Cc5ccccc5)CC4)ncn3n2)cc1	-9	-8	1.1	-15	0.2	-16	16	2	0.4
COCCCN=C1NN=C(c2cc(C)n(-c3ccccc3F)c2C)CS1	-17	-8	6.2	-14	0.0	-9	20	19	2.0
CS(=O)(=O)NN1C(=O)c2ccccc2NC1c1cccs1 (stereo unspecified)	-4	3	1.9	-1	1.0	-12	14	1	-0.2
CCOC(=O)Nc1c(O)ccc2oc(C)c(-c3ccccc3)c12	-23	25	-1.2	-6	0.2	12	-15	1	-2.4
Cc1ccc([N+](=O)[O-])cc1S(=O)(=O)Nc1ccccn1	-1	21	0.4	-8	0.7	2	-3	nt	0.7
CN1N=C(C(=O)N2CCCC(Nc3ccc(F)c(F)c3)C2)CCC1=O (stereo unspecified)	-11	1	0.2	-3	1.0	-8	-1	-18	-0.4
CCCCCCSc1cc(-c2nc3cc(C)ccn3c2NC2CCCCC2)ccc1OC	-13	3	1.2	1	0.1	nt	-13	1	-1.3
Nc1nc(=O)n(C2CCCO2)cc1Br (stereo unspecified)	nt	3	nt	nt	0.2	nt	-13	0	nt
Cn1ccc(-c2cc(C(=O)O)c3ccccc3n2)n1	9	9	1.3	-10	0.1	-3	0	13	-0.4
O=C(CNC(=O)c1ccc(Br)o1)NCC(=O)OCc1ccccc1	-17	-17	-0.2	7	-0.1	nt	-3	-16	0.7

Random draw from the library; overall some 3.5% were active at least once.
